V1aR counter – agonists of human V1a receptor, primary screen, counter-screen for OXTR agonist project, fluorescence, CHO-V1R cells; Vasopressin V1a receptor (Homo sapiens), P37288; Fluo-8 calcium fluorescence, agonist mode; 0% DMSO, 100% 3 nM vasopressin; activation, % at 3 µM; hit rate 0.25% among 320,000; AID 2797, 2010;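 active means activation above the mean activation of all tested compounds plus 3 SD, per screening run, cut at about 20% in these data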;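 further: signal is peak over basal fluorescence ratio across a 100 second FLIPR read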
Target sequence (P37288 whole entry, looked up): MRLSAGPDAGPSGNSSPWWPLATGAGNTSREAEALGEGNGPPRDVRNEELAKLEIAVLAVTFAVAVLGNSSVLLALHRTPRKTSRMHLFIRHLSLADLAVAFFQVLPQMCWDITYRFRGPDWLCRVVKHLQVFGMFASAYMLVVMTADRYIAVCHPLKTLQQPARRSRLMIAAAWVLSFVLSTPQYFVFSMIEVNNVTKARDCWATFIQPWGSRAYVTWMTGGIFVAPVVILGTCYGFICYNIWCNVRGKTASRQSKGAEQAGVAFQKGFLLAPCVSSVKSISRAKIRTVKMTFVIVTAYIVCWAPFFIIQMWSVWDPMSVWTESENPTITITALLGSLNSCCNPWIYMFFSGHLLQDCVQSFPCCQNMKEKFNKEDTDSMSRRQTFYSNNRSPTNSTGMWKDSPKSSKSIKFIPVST
MEKK2wt PB1 HTS – modulators of MEK5 binding to wildtype MEKK2, primary screen, biochemical, multiplex bead flow cytometry, Alexa488-MEK5. Mitogen-activated protein kinase kinase kinase 2 (Homo sapiens), Q9Y2U5. Alexa488-MEK5 binding to MEKK2 WT; actives lie on both sides. binding response (% of control), % at 10 µM. hit rate 1.1% among 290,000; in the data active means binding response below about 67% or above about 130%
OXTR ag – human OXTR agonists, primary screen, fluorescence, CHO-OTR cells, Fluo-8 calcium; Oxytocin receptor (Homo sapiens), P30559; Fluo-8 calcium fluorescence; normalized: DMSO 0%, oxytocin 100%; activation, % at 3 µM; hit rate 0.32% among 320,000; AID 2435, 2010;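 active means activation above the mean of all tested compounds plus 3 SD, cutoff set per screening run, cut at about 20% in these data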;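 further: peak over basal fluorescence ratio from a 100 s FLIPR kinetic read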
GPR7 antagonist – GPR7 receptor antagonists, primary screen, cell-based, fluorescence, single concentration; Neuropeptides B/W receptor type 1 (Homo sapiens), P48145; GPR7-expressing cells, fluorescence antagonist assay; inhibition, % at 4.4 µM; hit rate 1.1% among 290,000; AID 1861, 2009; in the data active means inhibition above about 16%, passing the limit was not always enough;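 further: cells stimulated with the agonist NPW; 0% = agonist with vehicle and 100% = vehicle without agonist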
Target sequence (P48145 whole entry, looked up): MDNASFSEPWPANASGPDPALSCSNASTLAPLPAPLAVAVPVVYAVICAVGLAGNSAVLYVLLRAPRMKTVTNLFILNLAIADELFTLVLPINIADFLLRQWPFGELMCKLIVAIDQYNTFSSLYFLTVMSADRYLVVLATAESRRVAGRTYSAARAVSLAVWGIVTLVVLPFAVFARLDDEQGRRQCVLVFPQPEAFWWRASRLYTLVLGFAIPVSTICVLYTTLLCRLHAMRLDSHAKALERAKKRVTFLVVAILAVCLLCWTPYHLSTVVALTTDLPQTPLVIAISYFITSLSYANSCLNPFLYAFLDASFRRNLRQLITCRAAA
PHOSPHO1 inh – PubChem AID 1565. recombinant PHOSPHO1, absorbance phosphatase assay. inhibition, % at 13.3 µM. hit rate 1.1% among 290,000; in the data active means inhibition above about 60%
Target sequence (Q8TCT1 whole entry, looked up): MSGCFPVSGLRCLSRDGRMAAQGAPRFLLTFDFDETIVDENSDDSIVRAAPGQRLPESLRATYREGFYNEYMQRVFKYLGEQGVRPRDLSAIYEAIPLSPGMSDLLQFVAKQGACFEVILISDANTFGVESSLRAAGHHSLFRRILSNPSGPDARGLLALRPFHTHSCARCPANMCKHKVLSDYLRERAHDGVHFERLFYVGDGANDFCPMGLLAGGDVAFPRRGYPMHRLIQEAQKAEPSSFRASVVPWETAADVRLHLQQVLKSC
MEKK3 PB1 HTS – modulators of MEKK3-MEK5 PB1 binding, primary screen, biochemical, wildtype MEKK3, multiplex bead flow cytometry, Alexa488-MEK5 | Mitogen-activated protein kinase kinase kinase 3 (Homo sapiens), Q99759 | bead-based flow cytometry, Alexa488-MEK5 binding to MEKK3; actives lie on both sides; 0 = blocked by unlabeled MEK5, 100 = vehicle | binding response (% of control), % at 10 µM | hit rate 1.4% among 290,000 | AID 1529, 2009;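 active means binding response more than 3 SD above or below the average of its plate-row segment, actives on both sides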;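 further: Alexa488 bead fluorescence after subtracting the streptavidin-only scavenger bead signal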
GalR3 antagonist – GalR3 antagonists in HEK293 cells, primary screen, cell-based, fluorescence readout. Galanin receptor type 3 (Homo sapiens), O60755. HEK293 GalR3-CNG cAMP membrane potential fluorescence; galR3 body fused to GalR1 C-terminus. inhibition, % at 3 µM. hit rate 0.44% among 360,000. AID 651719, 2012;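 active means inhibition above the screen-wide average plus 3 SD, cut at about 13% in these data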;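 further: forskolin and galanin both at EC90 stimulate the cells; cAMP rise reported by CNG channel membrane potential dye signal; 0% = forskolin plus galanin with DMSO and 100% = forskolin alone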
NALP1 inh – NALP1 inflammasome inhibitors in reconstituted yeast, colorimetric, S. cerevisiae, triplicate retest; S. cerevisiae NALP1/ASC/caspase-1 growth, X-gal OD620, 72 h; inhibition, % at 10 µM; hit rate 0.61% among 280,000; AID 2071, 2009; in the data active means inhibition mostly above about 24%, no sharp cut-off; inactive means mostly below about 32%; further: some compounds called inactive have numbers as strong as hits
MEKK2 mut-MEK5 – MEK5 binding signal on mutant MEKK2 PB1, primary screen, biochemical, multiplex bead flow cytometry, Alexa488-MEK5; Alexa488-MEK5 binding to MEKK2 mutant; percent response, % at 10 µM; hit rate 0.35% among 290,000; in the data active means percent response above about 24%, passing the limit was not always enough; further: inactives centre near 1; some results filed as inactive read as strong as hits; reference of the scale not given here
Starred values were filed as active, the others as inactive; · = no result given. Not a hit list. Share with any hit: about 5.4%.

SMILES	V1aR counter	MEKK2wt PB1 HTS	OXTR ag	GPR7 antagonist	PHOSPHO1 inh	MEKK3 PB1 HTS	GalR3 antagonist	NALP1 inh	MEKK2 mut-MEK5
Cc1nn(Cc2ccccc2)c2sc(C(=O)N3CCN(Cc4ccc5c(c4)OCO5)CC3)cc12	0.5	102	-0.9	5	-13	104	1	·	1
O=C(c1ccc(F)cc1)C1CCN(C(=S)Nc2ccccc2)CC1	0.8	100	0.5	-5	12	97	-11	-1	0
FC(F)(F)c1cccnc1-n1cncn1	-0.6	88	-1.6	-3	37	93	-2	6	-24
C=CCn1sc(N)c(C(=O)OCC)c1=S	1.2	104	0.5	1	2	102	1	-2	7
CS(=O)(=O)N(CC(=O)NCc1cccnc1)Cc1ccc(Cl)cc1	1.0	97	0.1	8	10	94	-5	16	-3
Cc1cc(N2CCOCC2)nc(SCc2c(Cl)cccc2Cl)n1	-1.1	106	-2.1	-6	-4	104	-4	26	2
Cc1cc(C(=O)N2CCc3ccccc32)c2cc(F)ccc2n1	-0.6	106	-2.1	-8	-2	107	4	22	3
O=c1ccc(/C=C/c2ccccc2)nn1Cc1ccc(F)cc1	2.7	98	1.6	3	16	105	-3	-6	-11
O=C(OCC1CC(c2ccccc2Cl)=NO1)c1ccc(Br)cc1 (configuration not stated)	1.7	102	-1.6	8	1	100	-11	19	3
COc1ccc(-c2nc(CS(=O)CC(=O)NCCN3CCCCCC3)c(C)o2)cc1OC (configuration not stated)	-1.0	101	-0.9	-2	18	100	-6	30	-4
CCOc1ccc(C(=O)c2ccc(OCC)c(N)c2)cc1N	1.6	94	2.2	5	-16	95	-5	13	-4
O=C(N/N=C/c1cc(Cl)cc([N+](=O)[O-])c1O)c1ccc2c(c1)OCO2	-0.6	110	-2.0	-7	13	114	-5	14	3
CCN1CCN(c2nc(Nc3ccc(NC(C)=O)cc3)nc(Nc3ccc(NC(C)=O)cc3)n2)CC1	0.1	84	0.1	-15	48	89	3	·	-26
Cc1nc(-c2ccccc2)sc1C1(C)CC(c2ccccc2F)=NO1 (configuration not stated)	0.0	88	-0.5	·	·	84	-4	·	-6
CCCCCCCCC(=O)N/N=C(\C)c1ccco1	0.6	107	-1.6	-17	2	105	-2	33	4
Cc1ccc(CNC(=O)CS(=O)CC(=O)O)cc1 (configuration not stated)	1.9	99	1.9	-5	26	97	-11	-13	-4
CCC(=O)Nc1ccc(Cl)c(NC(=O)C(C)C)c1	-0.1	103	0.2	3	11	104	-4	29	7
O=C(CN1CCCC1)Nc1ccc([N+](=O)[O-])cc1Cl	-0.6	99	-0.3	-18	14	98	5	12	-3
CCOC(=O)C1(CC2CCCCO2)CCN(C2CCSCC2)CC1 (configuration not stated)	-1.0	99	-0.8	25*	15	96	-5	0	-4
Cc1sc2nc(CN3CCOCC3)nc(Cl)c2c1C	0.7	101	-0.6	-4	-4	102	-3	14	1
Cc1ccc(NC(=O)COC(=O)CNC(=O)c2ccco2)cc1	1.8	100	-0.4	0	11	97	-9	-10	2
Nc1nc(N2C(=O)C3CC=CCC3C2=O)nn1-c1ccccc1 (configuration not stated)	0.9	111	-0.7	-7	11	111	-2	4	10
COc1ccc(N2CCN(S(=O)(=O)c3cc4c(cc3C)NC(=O)CO4)CC2)cc1	0.8	97	0.8	12	31	100	·	12	-2
COc1ccccc1NC(=O)C1=C(C)Nc2nnnn2C1c1cccc(C)c1 (configuration not stated)	4.4	104	6.4	-1	-2	102	·	20	8
Oc1ccccc1-c1nc(NCc2ccccc2)c2ccccc2n1	0.6	116	-0.1	-11	16	103	-7	16	7
O=C(c1ccco1)N1CCN(C2c3ccccc3-c3ccccc32)CC1	-0.9	105	-1.9	-10	-11	106	-7	-4	4
CCCCc1nc(NCc2ccccc2)c(C#N)c2c1COC(C)(C)C2	0.7	107	-0.1	0	26	105	2	5	5
O=C(CC(=O)N/N=C\c1ccccc1[N+](=O)[O-])NCCc1ccccc1	1.7	102	-0.8	-10	18	101	-10	-4	2
CN(Cc1ccccc1)c1ccc(C(CC(N)=O)NC(=O)c2ccccc2)cc1[N+](=O)[O-] (configuration not stated)	3.1	86	2.6	1	20	99	-3	33	-8
O=C(c1ccc(Cn2c(=O)[nH]c3ccccc3c2=O)cc1)N1CCN(c2ccc(Cl)cc2)CC1	6.0	94	6.4	0	26	105	-4	4	0

Full records from above. Values in the order: V1aR counter, MEKK2wt PB1 HTS, OXTR ag, GPR7 antagonist, PHOSPHO1 inh, MEKK3 PB1 HTS, GalR3 antagonist, NALP1 inh, MEKK2 mut-MEK5
Record of `O=C(CC(=O)N/N=C\c1ccccc1[N+](=O)[O-])NCCc1ccccc1` → 1.7, 102, -0.8, -10, 18, 101, -10, -4, 2
Record of `CCOC(=O)C1(CC2CCCCO2)CCN(C2CCSCC2)CC1` (configuration not stated) → -1.0, 99, -0.8, 25*, 15, 96, -5, 0, -4

Additional records
SMILES	V1aR counter	MEKK2wt PB1 HTS	OXTR ag	GPR7 antagonist	PHOSPHO1 inh	MEKK3 PB1 HTS	GalR3 antagonist	NALP1 inh	MEKK2 mut-MEK5
O=C(Nc1cccc(Br)c1)c1ccc(CN2CCc3ccccc3C2)cc1	4.7	107	-0.1	36	·	102	85*	17	-1
COc1cc(-c2nnc(-c3ccncc3)o2)ccc1OCc1ccccc1	0.3	97	0.6	-1	8	100	-3	18	3
O=C(Nc1cccnc1Cl)c1cc(-c2ccc(O)cc2)on1	1.9	104	2.7	-4	40	101	-8	36	-2
CCC(C(=O)Nc1c[nH]c(=O)[nH]c1=O)c1ccccc1 (configuration not stated)	0.4	98	1.3	-12	16	105	-1	16	0
O=C(c1cc([N+](=O)[O-])ccc1Cl)N1CCN(c2ccc(F)cc2)CC1	1.3	112	-0.4	9	-7	105	-3	17	31
CC1(C)Cc2c(cnn2-c2cccc(F)c2)C(NC(=O)CCN2CCCC2=O)C1 (configuration not stated)	0.4	99	-0.4	-12	-19	95	0	12	-6
CC1CCN(C(=O)COc2ccccc2F)CC1	-0.5	103	-1.3	-12	-14	109	-3	10	5
CN(C)S(=O)(=O)c1cccc(NC(=O)c2cccc(NS(=O)(=O)c3ccccc3)c2)c1	4.8	108	4.5	5	17	102	-10	9	9
CCN(CC)C(=O)c1sc(NC(=O)c2ccncc2)c(C(=O)OC)c1C	-0.6	107	-0.5	-1	59	102	-2	26	1
O=C(Cn1cc([N+](=O)[O-])cn1)NCCc1nc2ccccc2[nH]1	-0.6	92	0.6	-6	24	94	1	1	-10
Cc1ccc(S(=O)(=O)N2CCOCC2)cc1C(=O)Nc1ccc(C(N)=O)cc1	1.4	109	-0.5	-9	32	105	-6	-9	2
COC(=O)Cc1c(C)nc2nc[nH]n2c1=O	0.2	95	1.3	-3	46	97	-4	27	-2
O=C(NC1CCN(Cc2ccccc2)CC1)C1CCN(S(=O)(=O)c2cccc3nsnc23)CC1	0.4	109	0.0	-4	4	106	-5	30	3
CCOC(=O)[C@H]1CCC[C@@H](NS(=O)(=O)c2ccc(NC(C)=O)cc2)C1	1.2	101	0.7	1	-10	101	1	6	0
CCN(CC)C(=O)COc1ccc2c(-c3ccc(OC)cc3)cc(=O)oc2c1	-0.4	104	-0.5	-3	·	102	-10	-1	3
O=C(NCc1ccc(F)cc1)C1CCN(S(=O)(=O)c2ccc(Cl)cc2)CC1	2.0	95	-1.1	8	24	95	-9	30	-6
COc1ccc(-c2oc3ccccc3c2C(=O)Oc2ccccc2)cc1	1.0	100	1.2	-19	15	104	-4	4	-4
CCn1c(=O)[nH]c2cc(C(=O)Nc3cc(C)cc(C)c3)ccc2c1=O	3.2	105	1.6	-12	15	116	-5	18	-4
Cc1ccc(S(=O)(=O)NNC(=O)c2ccc(F)cc2)cc1	1.1	91	-0.1	19	44	98	-4	11	-3
CC(Sc1nc(N(C)C)nc(N2CCOCC2)n1)C(=O)Nc1ccccc1 (configuration not stated)	-0.8	105	-1.8	-7	-31	103	-4	-3	5
c1ccc(-c2n[nH]c3c2CCC3)cc1	0.5	111	-1.3	-2	30	108	1	6	13
COc1ccc(CNC(=S)Nc2cc(OC)ccc2OC)cc1	0.5	90	-0.5	-10	3	86	-3	27	-7
CCN(C(=O)COc1ccccc1[N+](=O)[O-])C1CCS(=O)(=O)C1 (configuration not stated)	0.2	101	-0.4	-13	5	101	-3	13	1
COc1ccc(CCN2CC(C(=O)N3CCC(OC)CC3)CCC2=O)cc1 (configuration not stated)	1.1	106	0.7	-8	53	102	2	11	10
CN(c1ccc(C(=O)NCc2ccc3c(c2)OCO3)cc1)S(=O)(=O)c1ccccc1	0.5	98	1.2	8	37	98	-6	0	-2
COc1ccc(S(=O)(=O)Nc2cc(S(=O)(=O)c3ccccc3)c(O)cc2C)cc1	2.1	98	1.8	-28	44	102	-8	-11	0
COc1cc(/C=C/C(=O)NC2CCCCC2)cc(OC)c1OC	0.1	105	-0.4	-2	29	104	-7	5	4
CCCCOc1ccc(S(=O)(=O)NC(=O)NCc2ccc(OCCC)cc2)cc1	-0.2	103	-1.4	7	-7	87	-8	2	-3
O=C(COC(=O)c1ccc(F)cc1)Nc1nc2ccc([N+](=O)[O-])cc2s1	8.1	89	0.4	-9	38	88	-2	-7	-10

By substructure: those above containing a Cl atom
SMILES	V1aR counter	MEKK2wt PB1 HTS	OXTR ag	GPR7 antagonist	PHOSPHO1 inh	MEKK3 PB1 HTS	GalR3 antagonist	NALP1 inh	MEKK2 mut-MEK5
CS(=O)(=O)N(CC(=O)NCc1cccnc1)Cc1ccc(Cl)cc1	1.0	97	0.1	8	10	94	-5	16	-3
Cc1cc(N2CCOCC2)nc(SCc2c(Cl)cccc2Cl)n1	-1.1	106	-2.1	-6	-4	104	-4	26	2
O=C(OCC1CC(c2ccccc2Cl)=NO1)c1ccc(Br)cc1 (configuration not stated)	1.7	102	-1.6	8	1	100	-11	19	3
O=C(N/N=C/c1cc(Cl)cc([N+](=O)[O-])c1O)c1ccc2c(c1)OCO2	-0.6	110	-2.0	-7	13	114	-5	14	3
CCC(=O)Nc1ccc(Cl)c(NC(=O)C(C)C)c1	-0.1	103	0.2	3	11	104	-4	29	7
O=C(CN1CCCC1)Nc1ccc([N+](=O)[O-])cc1Cl	-0.6	99	-0.3	-18	14	98	5	12	-3
Cc1sc2nc(CN3CCOCC3)nc(Cl)c2c1C	0.7	101	-0.6	-4	-4	102	-3	14	1
O=C(c1ccc(Cn2c(=O)[nH]c3ccccc3c2=O)cc1)N1CCN(c2ccc(Cl)cc2)CC1	6.0	94	6.4	0	26	105	-4	4	0
O=C(Nc1cccnc1Cl)c1cc(-c2ccc(O)cc2)on1	1.9	104	2.7	-4	40	101	-8	36	-2
O=C(c1cc([N+](=O)[O-])ccc1Cl)N1CCN(c2ccc(F)cc2)CC1	1.3	112	-0.4	9	-7	105	-3	17	31
O=C(NCc1ccc(F)cc1)C1CCN(S(=O)(=O)c2ccc(Cl)cc2)CC1	2.0	95	-1.1	8	24	95	-9	30	-6

Bioassay records deposited in PubChem by several laboratories.
